From PubChem
Neddyl block – blocks human cullin neddylation | hit rate 0.58% among 360,000 | calls only at 25 µM | P61081+Q13564 | AID 651699 | TR-FRET cullin neddylation, biochemical; in the data active means inhibition above about 36%
CSN inh – CSN deneddylation inhibition. AID 651999. inhibition, % at 12.5 µM. hit rate 0.38% among 360,000. Purified CSN, SCF-Nedd8-OG deneddylation, fluorescence polarization. Q92905;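 active means pattern-corrected inhibition above about 35%, with an unprinted fluorescence ratio check between 0.5 and 1.5, limit read from the data, passing the limit was not always enough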;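 further: 0% = enzyme with substrate and 100% = substrate without enzyme; some results filed as inactive read as strong as hits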
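test system = HEK293T-derived human Csn5 enzyme | amount = 0.24 nM Csn5 enzyme, final concentration | medium = Tris/NaCl/DTT buffer, pH 7.5 | schedule = 90 min reaction at room temperature | signal = FP | evaluation = inhibition of Csn5 cleavage, % | compound dosing = single dose of 12.5 µM compound with 0.25% DMSO | probe or stimulus = 10 nM SCFSkp2-Nedd8OG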
Rin1 Abl inh – inhibitors of human Rin1-Abl protein interaction; hit rate 0.4% among 360,000; TR-FRET Rin1/Abl binding, biochemical; inhibition, % at 7.35 µM; P00519+Q13671; in the data active means inhibition above about 5%, passing the limit was not always enough
MsrA inhibitor – bovine MsrA inhibition; purified bovine MsrA, absorbance read-out; inhibition, % at 15.5 µM; hit rate 0.75% among 360,000; AID 651718; in the data active means inhibition above about 4.5%;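 further: 0% = vehicle wells with enzyme and 100% = reference inhibitor wells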
PABP1 MLLE inh – inhibitors of microRNA-mediated deadenylation, human PABP1 MLLE binding; GST-MLLE / FITC-PAM2 fluorescence polarization; inhibition, % at 20 µM; hit rate 0.36% among 360,000; in the data active means inhibition above about 35%, passing the limit was not always enough;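 further: plate controls were DMSO wells with GST-MLLE for no effect and wells lacking GST-MLLE protein for full effect; some results filed as inactive read as strong as hits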
E coli Lon inh – inhibitors of E. coli Lon protease; purified E. coli Lon protease, fluorescence polarization; inhibition, % at 7.94 µM; hit rate 0.42% among 360,000; AID 602123; in the data active means inhibition above about 13%, passing the limit was not always enough;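 further: 0% = enzyme with probe and DMSO and 100% = no enzyme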
FAS TE block – FAS thioesterase (human) inhibition. P49327. recombinant FAS-TE, OMFH fluorogenic substrate, fluorescence endpoint. inhibition, % at 15 µM. hit rate 0.67% among 360,000. AID 602261;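 active means compounds whose normalised, plate-corrected inhibition of enzyme fluorescence in the single-dose primary screen is 50% or more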;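 further: 0% = DMSO with enzyme and 100% = substrate without enzyme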
MsrA act – activators of bovine methionine sulfoxide reductase A | activation, % at 10.6 µM | hit rate 0.3% among 360,000 | purified bovine MsrA, absorbance read-out; in the data active means activation above about 7.5%;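 further: 0% = vehicle and 100% = reference activator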
TbMetRS inhib – Trypanosoma brucei MetRS inhibition. purified T. brucei MetRS, ATP depletion, Kinase-Glo luminescence. inhibition, % at 11.9 µM. hit rate 0.4% among 360,000. AID 624268;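 active means inhibition above a per-plate cutoff of the control wells' mean inhibition plus 3 SD, cut at about 5.5% in these data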;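 further: 0% = DMSO wells median and 100% = median of wells with control inhibitor compound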
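assay system = parasite MetRS enzyme | timing = 15 min preincubation, 2 h reaction, all 25 °C | evaluation = percent inhibition relative to median high and low control wells | medium = HEPES buffer containing pyrophosphatase, BSA, spermine, DTT | compound = single dose, 11.9 µM final nominal, 0.9% final DMSO | detection = Kinase-Glo luminescence, ATP depletion format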
The depositor's hits bear a star; i = inactive; nt = no result given; + = active, no number.

SMILES	Neddyl block	CSN inh	Rin1 Abl inh	MsrA inhibitor	PABP1 MLLE inh	E coli Lon inh	FAS TE block	MsrA act	TbMetRS inhib
CCOC(=O)C1CCN(S(=O)(=O)c2cc3c4c(c2)C(C)C(=O)N4CCC3)CC1 (stereo not drawn)	i	2	0	-0.7	1	-2	-5	2	0.3
COc1ccc(C(=O)NCC(=O)Nc2ccc(-c3ccccc3)cc2)cc1	i	6	1	-1.0	1	1	-1	-2	1.3
COc1ccc(CN(Cc2cccn2C)S(=O)(=O)c2ccccc2)cc1	i	4	0	-1.4	-1	-9	26	-1	-0.5
N#Cc1c(-c2ccccc2)ccn(Cc2ccc(Cl)cc2)c1=O	i	11	0	1.2	-3	-5	14	-2	-0.3
COc1ccc(S(=O)(=O)CCC(=O)NCCc2ccc(S(N)(=O)=O)cc2)cc1	i	3	-1	-0.7	13	-2	-3	-11	-1.8
O=[N+]([O-])c1ccccc1CNc1ccc(F)c(Cl)c1	i	-1	1	0.3	-3	11	26	-2	0.5
O=P(C1=C(N2CCOCC2)/C(=C\c2ccccc2)CC1)(N1CCOCC1)N1CCOCC1	i	7	-5	2.2	11	-24	-6	-5	-1.0
O=C(Nc1nc(-c2nc3ccccc3s2)cs1)C1COc2ccccc2O1 (stereo not drawn)	i	-1	-3	1.0	-7	-6	38	1	0.4
C[C@H](CO)N1C[C@H](C)[C@@H](CN(C)Cc2ccccc2)Oc2ccc(NC(=O)CCCCCC(=O)Nc3ccccc3N)cc2C1=O	i	-10	5	0.7	-1	-8	-10	0	0.1
COCCCNCc1cc(C)n(-c2cc(S(=O)(=O)N3CCOCC3)ccc2N2CCCC2)c1C	i	3	1	0.6	11	2	-5	-3	0.5
Cc1ccc(O)c(NC(=O)c2ccc3c(c2)C(=O)N(Cc2cccnc2)C3=O)c1	i	13	0	1.2	-17	-12	-13	-10	-1.8
CC(=O)c1ccc(NC(=O)Cn2c3ccccc3c3nc(=O)cc(C)n32)cc1	i	-4	-1	-0.5	1	0	-5	2	0.9
CC1=C(C(=O)N2CCCCCC2)CC(CC(=O)NCc2ccco2)C(=O)N1Cc1ccccc1 (stereo not drawn)	i	3	-1	-0.8	-6	-8	-9	-3	0.6
O=C(Nc1cccc2ccccc12)NC1CC1	i	2	-5	-1.2	0	-21	-6	-3	0.2
N#C/C(=C\c1cn(Cc2cccc(F)c2)c2ccccc12)C(=O)NCc1ccco1	nt	-15	2	0.2	-6	-1	20	-10	-1.5
C/C=C/C1=CC(=O)C[C@H](c2ccc(Cl)cc2)C1	i	3	0	-0.9	-8	-3	1	-3	0.6
O=S(=O)(Nc1nc2ccccc2[nH]1)c1ccc2ccccc2c1	i	-6	-1	nt	-56	4	-2	-8	0.1
O=c1[nH]cnc2scc(-c3ccsc3)c12	i	-4	-1	-0.4	-14	-2	-7	-2	-0.3
C=C1C(=O)O[C@H]2[C@H]1[C@@H](O)CC(=C)[C@@H]1CC(=O)[C@@H](C)[C@H]21	i	0	3	nt	8	-7	-4	-4	-0.5
COc1ccc(OCCC(=O)N2CCN(C)CC2)cc1	i	-8	-1	-2.0	-11	-9	-5	-4	-0.6
O=C(CCS(=O)(=O)c1ccc(Br)cc1)NCc1cccs1	i	1	2	-0.3	6	-7	-5	-7	-0.6
Cc1ccc(Cl)cc1NS(=O)(=O)c1c(C)[nH]c(=O)[nH]c1=O	i	0	3	-0.8	-3	-5	-3	-2	0.4
CCCCN(CC)CCCNC(=O)c1cn(CC(C)C)c(=O)c2c1c1ccccc1n2C	i	0	-2	0.3	1	0	-2	-3	-1.5
CCc1nnc(NS(=O)(=O)c2ccc(NC(=S)NC(=O)c3ccc(F)cc3)cc2)s1	i	3	0	1.6	28	-7	-4	-6	0.2
COc1ccc2oc(C(=O)Nc3ccc(C)cn3)c(C)c2c1	i	-2	4	0.8	12	3	-2	-1	0.1
O=C(NC1CC1)c1cccc(NC(=O)c2cc(S(=O)(=O)N3CCOCC3)ccc2Cl)c1	i	-2	0	0.3	-13	-13	-8	-8	-0.6
COCC(=O)Nc1nnc(SCC(=O)NCc2cccs2)s1	i	-4	0	0.7	5	-6	-5	-2	-0.7
CC(=O)n1cc(CO)c2ccccc21	i	-2	-4	-1.2	-3	-4	-3	-1	1.2
O=C(NC1CCCCC1)N(CCO)Cc1cc2cc3c(cc2[nH]c1=O)OCCO3	+	0	5	3.4	6	-2	-1	0	-0.1
COc1ccc(OC)c(/C=C/C(=O)Nc2cccc(S(=O)(=O)N3CCCC3)c2)c1	nt	-8	-3	2.2	-7	3	12	-8	-0.8
CCCCNC(=O)CNC(=O)c1cccs1	i	5	-1	-0.8	9	-5	-8	-3	-0.2
COc1ccc(CC2(CO)CCN(Cc3ccc(OC(F)(F)F)cc3)CC2)cc1	i	0	3	-0.8	2	9	6	0	-0.2
Oc1cccc(C=NNc2ccccn2)c1	i	-6	-3	1.1	7	-8	-2	-2	-0.2
Cc1ccc(N2CC(C(=O)OCC(=O)NNC(=O)c3ccccc3)CC2=O)cc1 (stereo not drawn)	i	0	0	0.7	1	12	-7	-5	-0.5
CC1CCCC(C)N1C(=O)CSc1nnc(NC(=O)Cc2cccs2)s1 (stereo not drawn)	i	-5	1	-0.6	-4	-4	-4	-2	-0.6
COc1ccc(C2CC(=O)C(C=NCCN3CCOCC3)=C(O)C2)cc1 (stereo not drawn)	i	-2	1	1.0	6	-6	-3	0	0.1
COc1ccc(S(=O)(=O)N2CCOCC2)cc1NC(=O)/C=C/c1ccccc1	i	-5	0	2.5	-3	-7	12	-1	-0.2
CCCCN1C(=N)N([C@@H](CCC)CN2CCC[C@H]2CN2C(N)=NC[C@H]2C(C)C)C[C@H]1[C@H](C)CC	i	4	-5	1.5	-13	-8	-13	-2	-0.9
O=C(O)CCCCCNC(=O)OCC1c2ccccc2-c2ccccc21	i	-4	0	3.2	-12	-11	-1	1	-0.9
CCC(C(=O)Nc1nccs1)(C(F)(F)F)C(F)(F)F	i	1	5	-0.2	10	-3	-5	-8	-0.5

Records above that bear a hit mark in Neddyl block:
| SMILES | Neddyl block | CSN inh | Rin1 Abl inh | MsrA inhibitor | PABP1 MLLE inh | E coli Lon inh | MsrA act | TbMetRS inhib |
| --- | --- | --- | --- | --- | --- | --- | --- | --- |
| O=C(NC1CCCCC1)N(CCO)Cc1cc2cc3c(cc2[nH]c1=O)OCCO3 | + | 0 | 5 | 3.4 | 6 | -2 | 0 | -0.1 |

Other entries.
SMILES	Neddyl block	CSN inh	Rin1 Abl inh	MsrA inhibitor	PABP1 MLLE inh	E coli Lon inh	FAS TE block	MsrA act	TbMetRS inhib
CCSc1nc2ccc(C)cc2cc1C#N	i	-2	1	0.3	0	18	9	-5	-0.4
O=C(c1cn(-c2ccccc2)nc1-c1cccs1)N1CCN(c2ccc(F)cc2)CC1	i	3	0	-1.4	-1	-4	26	5	-0.9
Cc1cccc(/C=N/NC(=O)c2cccc(NC(=O)c3ccccc3)c2)n1	i	-3	-1	-1.3	-1	-3	-2	1	-0.1
COc1cc(OC)cc(-c2c(Sc3ccccc3)c3cc(-c4ccc(OC)c(F)c4)ccc3n2C)c1	i	-6	nt	0.6	nt	4	19	-4	-0.1
CN=C(Nc1cccc(Cl)c1)SC1CC(=O)N(c2ccc(OC)cc2)C1=O (stereo not drawn)	i	-3	2	0.4	7	4	15	-2	0.6
CCCNS(=O)(=O)c1ccc(OCC(=O)N2CCC(C(=O)OCC)CC2)cc1	i	0	0	-0.4	-5	1	-1	-1	-1.2
Cc1ccc(NC(=O)CN(C)C(=O)CSc2nncn2C)cc1	i	6	-2	0.8	-4	-12	-5	-4	-0.8
N#C/C(=C(/O)c1ccc([N+](=O)[O-])s1)c1nc2ccccc2[nH]1	i	0	-6	1.2	-17	-10	-2	-1	-0.5
Cc1cc(C(F)(F)F)nc(SCCN2CCOCC2)c1C#N	i	19	3	-0.5	-31	-17	1	-2	-0.9
CSc1ccc(OC2CCCCC2NS(=O)(=O)c2ccc(Cl)cc2)cc1 (stereo not drawn)	i	-1	-1	0.7	-2	1	36	-1	-0.2
NC(=O)C[n+]1cccc(CNC(=O)c2ccc(OC(F)F)cc2)c1	i	-8	0	0.6	-1	5	-5	-1	0.7
O=C(Nc1ccc(Br)cc1Br)c1cccc2c1C(=O)N(C1CCCCC1)C2	i	-2	2	-0.9	-7	0	34	1	-0.6
Cc1nc(NC(=O)COc2ccccc2)sc1C(=O)Nc1ccccc1	i	-8	-5	1.9	12	-4	3	2	0.1
C[C@@H]1CN([C@@H](C)CO)C(=O)CCCn2nncc2CO[C@H]1CN(C)Cc1ccccc1C(F)(F)F	i	4	-1	1.7	14	-3	-6	-4	-1.2
O=[N+]([O-])c1cccc(NC(=S)Nc2nc(-c3ccccc3Cl)cs2)c1	i	-1	-2	1.3	42*	5	8	-4	0.3
CCCS(=O)(=O)NC(=O)C1(C)CCN(C(=O)COCc2ccccc2)C1 (stereo not drawn)	i	6	4	-1.5	13	-15	-10	-5	0.0
CCCCCNC(=O)C(c1ccccc1)n1c(=O)c(-c2cc3ccccc3[nH]2)nc2ccccc21 (stereo not drawn)	nt	0	nt	1.1	nt	nt	nt	nt	-0.8
Cc1ccc(S(=O)(=O)N(C)C)cc1NC(=O)COC(=O)c1c(-c2ccccc2)noc1C	i	-2	-1	-1.2	-3	5	11	-7	-0.4
CCOC(=O)c1ccc(NC(=S)N2CCCC(C(=O)OCC)C2)cc1 (stereo not drawn)	i	-7	-1	1.4	-86	-4	2	3	-0.4
O=C(c1cc(COc2ccc(F)cc2F)on1)N1CCCC(c2ccccc2)C1 (stereo not drawn)	i	-5	0	0.9	-8	0	34	0	0.2
O=C(NCc1ccco1)C1CCCN1S(=O)(=O)c1ccccc1C(F)(F)F (stereo not drawn)	i	6	-5	0.7	-3	-6	-5	-7	-0.7
CCC(CO)NCC(O)COCc1ccc2c(c1)OCO2 (stereo not drawn)	i	5	2	-0.8	3	6	1	-1	0.6
O=C(/C=C/c1ccccc1)NCCOc1ccccc1	i	-7	2	0.2	-7	5	-3	-8	-1.3
C[C@H](CO)N1C[C@H](C)[C@@H](CN(C)C(=O)Cc2ccccc2)OCc2cnnn2CCCC1=O	i	4	-1	0.9	-8	-5	-11	-6	-1.5
COc1cc2ccccc2cc1C(=O)Nc1ccc(C)cc1	i	-1	-1	0.8	-1	-1	27	0	-0.2
Cc1oc2cc(O)ccc2c(=O)c1-c1cnn(-c2ccccc2)c1	nt	1	0	1.6	-5	1	-4	-5	-1.2
O=C(Nc1ccc2c(c1)OCCO2)C1CCN(S(=O)(=O)c2ccc(Br)s2)CC1	i	0	1	nt	-8	-4	22	-6	-0.4
O=C(COc1coc(CN2CCN(c3cccc(Cl)c3)CC2)cc1=O)NC1CCCC1	i	0	2	0.8	5	1	-3	-4	-0.5
O=CN1CCCN(Cc2nc(-c3cccc(Cl)c3)no2)CC1	i	-2	0	-0.6	-2	4	-6	-3	-0.2

Sorted by the number under MsrA inhibitor (descending): 5 of the compounds above.
SMILES | MsrA inhibitor
O=P(C1=C(N2CCOCC2)/C(=C\c2ccccc2)CC1)(N1CCOCC1)N1CCOCC1 | 2.2
O=[N+]([O-])c1cccc(NC(=S)Nc2nc(-c3ccccc3Cl)cs2)c1 | 1.3
COCC(=O)Nc1nnc(SCC(=O)NCc2cccs2)s1 | 0.7
CCCCN(CC)CCCNC(=O)c1cn(CC(C)C)c(=O)c2c1c1ccccc1n2C | 0.3
COc1ccc(CN(Cc2cccn2C)S(=O)(=O)c2ccccc2)cc1 | -1.4

An unsorted share of the library. About 4% of those tested had a hit in this group.
